# Growth percent in the NCI-60 one-dose screen (48 h, 10 µM unless noted): 100 = growth as untreated, 0 = no growth, -100 = all killed.
# HL-60(TB) – HL-60(TB) leukemia cells; 78,000 tested, 9% active; AID 1794776; active = growth percent below 10
# * hit, by the source's call; & = joins results of further samples; [ ] = dose if it differs, or a comment. Some of the compounds tested; count on the stated rates, not on these rows.
SMILES,HL-60(TB)
CC(=O)O[C@H]1C(=O)N(Cc2ccncc2)C(=O)[C@@H]1OC(C)=O,100
CCCCOc1ccc(/C(C)=N/Nc2cc(C)nc3ccc(Br)cc23)cc1,78
COC(=O)c1cc(=O)nc(NN=C2CCCCC2)s1,99
O=Cc1c(OCc2cnnn2CC(=O)Nc2ccc(F)cc2)ccc2ccccc12,99
CN(C)c1ccc(C(=O)O)cc1,54
Cc1cc(O)c(C)c(C)c1Cl,95
O=C(O)c1cc(I)c(O)c(I)c1,109
COc1cc(/C=C/c2cc(/C=C/c3ccc(O)c(OC)c3)n(C(=O)Nc3ccccc3Cl)n2)ccc1O,-24*
CCCCCCOC(=O)/C=C(\CC(=O)OCCCCCC)C(=O)OCCCCCC,99
C=Cc1c(C)c2cc3[nH]c(cc4nc(cc5nc(cc1[nH]2)C(C)=C5CCC(=O)OCC)C(CCC(=O)OCC)=C4C)c(C)c3C=C,101
Nc1nc(=S)[nH]c(N)c1N=O,89
O=C(CCN1CCCC1)Nc1ccc2c(NCc3ccc(F)cc3)c3ccccc3nc2c1,-47*
NCCNCCN,105
Cc1cccc2c3c(sc12)C(c1ccc(F)cc1)C(C#N)=C(/N=C/c1ccc(Cl)cc1)O3 (stereo unspecified),2.4*
CCC1(CC)C(=O)C=CNC1=O,92&97&111

# Reprinted from the part before: two entries, followed by the next part.
SMILES,HL-60(TB)
Cc1cccc2c3c(sc12)C(c1ccc(F)cc1)C(C#N)=C(/N=C/c1ccc(Cl)cc1)O3 (stereo unspecified),2.4*
CCC1(CC)C(=O)C=CNC1=O,92&97&111
C=CCNc1nnc(C)s1,139
CC(=O)N1CCN(c2ccc(NC(=O)COc3ccc(C4CCCCC4)cc3)cc2)CC1,67
CCOC(=O)c1nc(-c2ccc(C)cc2)oc1Sc1ccc(Br)cc1,96
O=C(Nc1nnc(-c2ccncc2)s1)c1ccccc1,104
O=[N+]([O-])c1cccc(C(F)(F)F)c1,109
COc1ccc2c(c1)NC(=O)CN2c1nc(C)nc2ccccc12,-6.2*
COc1ccc(C2=NN(C(C)=O)C(c3ccc(OC)c(OCc4ccccc4)c3)C2)cc1OC (stereo unspecified),85
COc1cc(OC)c(S(=O)(=O)N(CCCl)CCCl)cc1C(=O)/C=C/c1ccccc1,84
O=C(CSc1nc2sc3c(c2c(=O)n1-c1ccc(Cl)cc1)CCCC3)N/N=C/c1ccc2c(c1)OCO2,83
COc1ccc2nc(SCC(=O)Nc3ccc(F)cc3)[nH]c2c1,95
COc1ccc2[nH]cc(/C=C3/C(=O)Nc4ccc(Cl)cc43)c2c1,53
Cc1ccc(C(=O)n2cc(C=O)c3ccccc32)cc1,98
CC(=O)Oc1cc(NS(=O)(=O)c2ccc(C)cc2)ccc1C(=O)O,95
CCC(C)(C)c1ccc(NS(=O)(=O)c2ccc(N)cc2)cc1,75
CC(=O)c1cccc(Nc2ccnc(SCC(=O)c3ccc(Cl)cc3)n2)c1,98

# A draw from above in order of length of the SMILES, smallest number first:
SMILES,HL-60(TB)
NCCNCCN,105
C=CCNc1nnc(C)s1,139
CCC1(CC)C(=O)C=CNC1=O,92&97&111
O=[N+]([O-])c1cccc(C(F)(F)F)c1,109
O=C(Nc1nnc(-c2ccncc2)s1)c1ccccc1,104
Cc1ccc(C(=O)n2cc(C=O)c3ccccc32)cc1,98
COc1ccc2nc(SCC(=O)Nc3ccc(F)cc3)[nH]c2c1,95
CCC(C)(C)c1ccc(NS(=O)(=O)c2ccc(N)cc2)cc1,75
CCOC(=O)c1nc(-c2ccc(C)cc2)oc1Sc1ccc(Br)cc1,96
CC(=O)Oc1cc(NS(=O)(=O)c2ccc(C)cc2)ccc1C(=O)O,95
COc1ccc2[nH]cc(/C=C3/C(=O)Nc4ccc(Cl)cc43)c2c1,53
CC(=O)c1cccc(Nc2ccnc(SCC(=O)c3ccc(Cl)cc3)n2)c1,98
O=C(CCN1CCCC1)Nc1ccc2c(NCc3ccc(F)cc3)c3ccccc3nc2c1,-47*
CC(=O)N1CCN(c2ccc(NC(=O)COc3ccc(C4CCCCC4)cc3)cc2)CC1,67
COc1ccc(C2=NN(C(C)=O)C(c3ccc(OC)c(OCc4ccccc4)c3)C2)cc1OC (stereo unspecified),85
Cc1cccc2c3c(sc12)C(c1ccc(F)cc1)C(C#N)=C(/N=C/c1ccc(Cl)cc1)O3 (stereo unspecified),2.4*
O=C(CSc1nc2sc3c(c2c(=O)n1-c1ccc(Cl)cc1)CCCC3)N/N=C/c1ccc2c(c1)OCO2,83
C=Cc1c(C)c2cc3[nH]c(cc4nc(cc5nc(cc1[nH]2)C(C)=C5CCC(=O)OCC)C(CCC(=O)OCC)=C4C)c(C)c3C=C,101

# Next section
SMILES,HL-60(TB)
CN(C)CCN1c2ccccc2Oc2ccccc21,92
CCN(CC)CP(CN(CC)CC)CN(CC)CC,79
O=C1C(Cl)=C(Nc2ccccc2)C(=O)C(Cl)=C1Nc1ccccc1,122
COc1cc2c(c(OC)c1)C1c3ccccc3NC(=O)N1CC2 (stereo unspecified),-3.9*
COc1cccc(C2C(C#N)=C(N)Oc3cc(OC)ccc32)c1 (stereo unspecified),-32*
Cc1cc(O)cc(C)c1Br,103
CCOC(=O)c1ccccc1[N+](=O)[O-],84
Cc1sc2ncn(CC(=O)Nc3ccc(S(=O)(=O)Nc4ncccn4)cc3)c(=O)c2c1C,101
Nc1c(Br)cc(Br)c2c1[nH]c(=O)c1ccccc12,90
O=C1C(O)=C(O)C(=O)C(O)=C1O,105&117
O=c1c2c3c(sc2n2c(SCc4nnc(Nc5ccccc5)s4)nnc2n1Cc1ccccc1)CCCC3,103
CCOC(=O)/C(F)=C/C1CC1Cc1ccc(OC)cc1 (stereo unspecified),114
CC(=O)Nc1ccc(Cl)cc1C(=O)c1ccc[nH]1,106
COc1ccc(CCC2CCCCN2CCc2ccccc2)cc1OC (stereo unspecified),89
CCCCNC(=O)c1cc(Br)cc(C2CCCCC2)c1O,99
O=C1OCC/C1=C/OCCCCCCO/C=C1/CCOC1=O,101
O=c1ccnc[nH]1,94
Oc1ccc(-c2ccc(Br)cc2)cc1,96&47
O=C1NC(C(=O)NCc2ccc(Cl)cc2Cl)C/C1=C\NCc1ccc(Cl)cc1Cl (stereo unspecified),90
COc1ccc(-c2cnc(N/N=C(\C)c3cc4ccccc4o3)s2)cc1,89
CC(C)(C)Nc1c(-c2cccs2)nc2ccccn12,96
Cc1cc(C)n(C(N)=NC(=O)c2ccccc2)n1,80
COC(=O)c1ccc2c(c1)c1c(C)c3cnccc3c(C)c1n2C,-2.9*
COc1cccc(OC)c1/C=C1\C(=N)N=C(SCc2nc3ccccc3[nH]2)NC1=O,96
Cn1c(=O)c2c(nc(CCCCCc3nc4c(c(=O)n(C)c(=O)n4C)n3C)n2C)n(C)c1=O,113
CCC(=O)CC1CCCC(CC(=O)CC)N1C (stereo unspecified),107
C=CCc1c(C)ccc(C)c1O,81
O=C(c1ccccc1)C(NCc1ccccc1)c1ccccc1 (stereo unspecified),73
COc1ccc(/C=C2\N=C(c3ccccc3)N(c3cc(OC)c(OC)cc3C(=O)N3N=C(C)CC3=O)C2=O)cc1,107
COc1cccc(Cn2cc3c(c2)-c2onc(CO)c2CC3)c1,81
CS(=O)(=O)c1ccc(C(=O)N=Nc2c(O)[nH]c3ccc(Cl)cc23)cc1,102
O=C(/C(=C/c1ccc([N+](=O)[O-])cc1)SCc1ccc(Cl)cc1)c1ccc(F)cc1,60
COc1ccc(/C(C)=C(\c2ccc(OCCN3CCOCC3)cc2)c2ccc(OC(=O)c3ccccc3)cc2)cc1,92
O=C(Oc1ccccc1)c1ccccc1,95
O=C(O)c1nccnc1C(=O)O,98
O=C(NCc1ncc[nH]1)c1ccc(-c2nc3ccc4[nH]ncc4c3c3c2CCCC3)cc1,-25*
CC1CCN(C(=O)OCc2nc3nc(Cl)nc(N4CCOCC4)c3[nH]2)CC1,-44*
COc1ccc(/C(Cl)=N/N=C(\Cl)c2cc(OC)c(OC)c(OC)c2)cc1O,89
COc1ccc(-c2nc3cc(/C=N/c4nc5ccc(N6CCN(C)CC6)cc5s4)ccc3s2)cc1OC,103
COc1ccc(-c2cc(-c3cccc(NS(C)(=O)=O)c3)nc(N)c2C#N)cc1,0.8*
N#Cc1ccc(NC(=O)COc2ccc(/C=C3\C(=O)Nc4ccc(Cl)cc43)cc2)cc1,71
NC(CC(=O)O)C(=O)OCc1ccccc1 (stereo unspecified),101
N#Cc1c(-c2ccc(Br)cc2)cc(-c2c[nH]c3ccccc23)nc1-c1c[nH]c2ccccc12,103
COc1c(O[C@@H]2OC[C@@H](O)[C@H](O)C2O)cc2oc3cc(O)c(CC=C(C)C)c(O)c3c(=O)c2c1CC=C(C)C (stereo partly specified),95
CN1C(=O)C2(NN=C(c3cccc4ccccc34)S2)c2ccccc21 (stereo unspecified),35
O=C(Nc1nc2ccccc2n1Cc1ccccc1)c1ccccc1I,52
CNC(=O)Oc1cccc(CN(C)C)c1,109
C[C@]12CC=CC[C@@H]1CC[C@@H]1[C@@H]2CC[C@@]2(C)[C@H]1CC[C@]2(C)O,88
COc1ccc(-c2nnc(CSC3=NC(c4ccc(F)cc4)C(C(C)=O)=C(C)N3)o2)cc1 (stereo unspecified),85
Nc1ccc(S(=O)(=O)F)cc1,92
NS(=O)(=O)c1ccc(NC(=O)N2CCN(Cc3ccccc3)CC2)cc1,96
O=c1nc2oc3ccc4ccccc4c3cc-2s1,-29*
Clc1nc(N2CCOCC2)c2[nH]cnc2n1,96
CN[C@@]1(c2ccccc2Cl)CCCC[C@@H]1NCc1ccccc1,100
Fc1ccc2[nH]cc(-c3nonc3-c3c[nH]c4ccc(Br)cc34)c2c1,34
Cc1ccc(/C=C(\C#N)c2nc(N)nc(Nc3ccc(S(N)(=O)=O)cc3)n2)cc1,100
COc1ccccc1Cn1cc(C#N)c(N)c1C(=O)c1ccc(C#N)cc1,99
O=C(c1nnc(Nc2ccc(Cl)cc2)o1)c1c[nH]c2ccccc12,81
COC(=O)/C(CCC(Br)C(C)(C)[n+]1ccccc1)=C1\[C@@H](OC(C)=O)C[C@@]2(C)[C@H]1C[C@@H](O)[C@H]1[C@@]3(C)CC[C@H](O)[C@@H](C)[C@@H]3CC[C@@]12C (stereo partly specified),91
CCCCCC/C=N\NC(=O)OCC,104
# Remaining list, next part:
SMILES,HL-60(TB)
CC1=C2CC[C@]2(C)[C@]23OC[C@](C)(C[C@@H]2C1=O)[C@@H]3O,96
O=C(Nc1ccccc1F)OCCCl,94[100 µM]
CC(/C=N/NC(=O)c1cc(-c2ccco2)[nH]n1)=C\c1ccccc1,99
CC1CC2C3CCC4=CC(=O)CCC4(C)C3CCC2(C)C1(O)C(=O)CO (stereo unspecified),75
O=C1C=CC2(NN=C(c3ccccc3)N2c2cccc(Cl)c2)c2cccc(O)c21 (stereo unspecified),22
O=c1oc2ccccc2cc1-c1csc(N/N=C/c2cn(-c3ccccc3)nc2-c2cc3ccccc3oc2=O)n1,70
COc1ccc(-c2nonc2NC(=O)c2cccc(C)c2)cc1OC,66
Cc1ccnc(NS(=O)(=O)c2ccc(NC3Nc4nc5ccccc5nc4S3)cc2)n1 (stereo unspecified),101
CC(C)(C)[Si](C)(C)OC1[C@@H](O[Si](C)(C)C(C)(C)C)[C@@H](CNC(=O)NC(=O)CF)O[C@H]1n1cnc2c(NC(=O)Nc3ccccc3)ncnc21 (stereo partly specified),17
CCOC(=O)c1ccc(N2C(=O)CC(Sc3ccccc3N)C2=O)cc1 (stereo unspecified),88
Nc1ccc(S(=O)(=O)O)c2ccc(N=Nc3ccc(N=Nc4ccc(S(=O)(=O)O)cc4)c4ccccc34)c(O)c12,70
O=C1CCCCCCCCC(O)C(O)CCCC(c2cccs2)O1 (stereo unspecified),78
CC(CCc1ccc(O)cc1)NCC(O)c1ccc(O)cc1 (stereo unspecified),94
CC(=O)OCC1OC(OC2C(OC(C)=O)C(OC(C)=O)COC2(COC(C)=O)OC(C)=O)C(OC(C)=O)C(OC(C)=O)C1OC(C)=O (stereo unspecified),109
CN(C)c1ccc(CN2CCCC3CC2c2cc(Cl)ccc23)cc1 (stereo unspecified),75
COc1ccc(/C=C(/c2cc(OC)c(OC)c(OC)c2)c2nn[nH]n2)cc1,112
Cc1n[nH]c(C)c1N=Nc1ccc(N=Nc2c(C)n[nH]c2C)cc1,108
Cn1ncc2c(NCCc3ccccc3)ncnc21,84
NC(Cc1cnc[nH]1)C(=O)NC(Cc1cnc[nH]1)C(=O)O (stereo unspecified),105
Cc1cc(N2CCOCC2)nc(N2CCOCC2)n1,98
CCN(CC)CCC/C(C)=N\O,90
CC1(C)CC(=O)C=C(NCCO)C1,60
CCC1(CC)CNC(=O)NC1=O,75
CCCCCCCCOP(=O)(N1CC1C)N1CC1C (stereo unspecified),113
NNC(=O)CSc1ncnc2c1c(-c1ccccc1)c(-c1ccccc1)n2-c1cccc(Cl)c1,100
Cc1[nH]c(=O)[nH]c(=O)c1Cl,107
Nc1ncnc2nc(/N=N/SCCC(=O)O)[nH]c12,105
CC(C)(C)C(=O)/C=C/c1cccc([N+](=O)[O-])c1,64
CCOc1cc(/C=C/C(=O)CC(=O)/C=C/c2ccc(OC(=O)CNc3nc4ccc(OC)cc4s3)c(OCC)c2)ccc1OC(=O)CNc1nc2ccc(OC)cc2s1,21
CC(C)CC(N)C(=O)NCC(=O)O (stereo unspecified),100
COc1ccc(C(=O)C(CN(C)C)c2ccc(OC)cc2)cc1 (stereo unspecified),36
COc1cc(OC)c(C(=O)/C=C/c2ccc(C#N)cc2)c(OC)c1,-7.8*
COc1ccc(-c2nn(C(=O)NCCN3CCOCC3)cc2-c2ccncc2)cc1Cl,97
CCCCCNc1nc2ncnc(N)c2[nH]1,96
COc1cccc(/C=C/c2nccc3ccccc23)c1OC,83
CC(=O)NC(C)(C)C(=O)N1CCC[C@H]1C(=O)NC(C)(C)C(=O)N[C@@H](C)C(=O)NC(C)(C)C(=O)NC(C)(C)C(=O)N[C@@H](CCC(N)=O)C(=O)NC(C)(C)C(=O)N[C@H](C(=O)NC(C)(C)C(=O)NCC(=O)N[C@@H](CC(C)C)C(=O)NC(C)(C)C(=O)N1CCC[C@H]1C(=O)N[C@H](C(=O)NC(C)(C)C(=O)NC(C)(C)C(=O)N[C@@H](CCC(N)=O)C(=O)N[C@@H](CCC(N)=O)C(=O)N[C@H](CO)Cc1ccccc1)C(C)C)C(C)C,7.7*[4.25 µM]
COc1ccc2[nH]cc(-c3nc(N)nnc3-c3ccccn3)c2c1,102
CCC(C)(Cl)c1ccccc1 (stereo unspecified),90
COc1cc2nc(-c3ccc(C(F)(F)F)cc3)cc(OCCCN3CCCC3)c2cc1OC,37

# Screening data: PubChem BioAssay, NCI
